Assay outcomes (PubChem)
FN deposition inh: fibronectin deposition inhibition. AH1F fibroblasts, Alexa488-fibronectin deposition fluorescence, overnight. inhibition, % at 12.6 µM. 0.086% of 350,000 active. AID 743247;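 active means mean inhibition across replicates of 30% or more, regardless of how many single replicates reach that level; inconclusive means mean under 30% yet at least half of replicates reach 30%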;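 further: positive control wells lacked labelled fibronectin entirely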
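Assay system: AH1F fibroblasts / Quantity: 10000 cells per well / Medium: DMEM plus 2% serum, read in PBS / Reagent: labelled fibronectin 24 nM / Dosing: single dose, pinned / Times: 1 h cell attachment, overnight exposure to compound and label / Signal: fluorescence, ex 485 nm, em 525 nm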
EWS-Fli block: EWS/Fli transcriptional activity inhibition. A673 NR0B1-luciferase reporter, viability-normalised. inhibition, % at 12.6 µM. 0.67% of 350,000 active. AID 651661;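 active means mean inhibition of at least 50% after viability correction, with every replicate also passing that limit; inconclusive means mean reaches 50% but only one of two replicates passes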;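 further: firefly luciferase signal divided by Alamar Blue viability fluorescence both relative to DMSO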
LGR2 inh: inhibitors of bursicon-induced Drosophila LGR2 receptor cAMP signaling | HEK293 LGR2, CRE-luciferase, bursicon-stimulated, 4 h | inhibition, % at 9.99 µM | 0.35% of 380,000 active;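 active means drop in luminescence signal, shown as inhibition above about 50% in the replicate tests, limit read from the data, passing the limit was not always enough; inconclusive means probably only some replicates passing the limit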;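 further: agonist challenge used bursicon conditioned medium at about half maximal strength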
Cneo AK release: causes C. neoformans cell lysis | AID 651654 | 0.2% of 360,000 active | lysis activity, % at 15 µM | adenylate kinase release luminescence, 4 h; normalised: neutral wells 0, clomiphene wells 100;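 active means mean lysis activity across replicates of at least 80%, whatever share of replicates individually reach that level; inactive means mean lysis activity below 80%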
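Assay system: C. neoformans cells. Amount: yeast cell density of 5 × 10^6 cells/mL. Technique: AK luminescence. Buffer or medium: YPD. Times: static 4 h at 37 °C with compound, 1 h detection. Dosing: single-point compound dose. Read-out: lysis from increased AK signal.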
miR-122 sensor: inhibitors of miR-122 in Huh7 cells. Huh7 miR-122 Renilla luciferase sensor, 48 h; neutral wells = 0, positive control = 100. activation (reporter increase), % at 12.5 µM. 0.3% of 340,000 active. AID 602342;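 active means mean replicate activation score at least 90 and every replicate individually at or above 90; inconclusive means only one of the two criteria met; inactive means neither criterion met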;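 further: higher luciferase means less miR-122 activity so hits act as miR-122 inhibitors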
PGC1a acetyl inh: lowers PGC1a acetylation signal in U2OS cells; 0.17% of 350,000 active; inhibition, % at 15.6 µM; AID 651687; AlphaScreen anti-acetyl-lysine; with virally co-expressed GCN5 acetyltransferase;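 active means every replicate shows inhibition of at least 40%; inconclusive means mean inhibition at least 40% but some replicate below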;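 further: 0% = neutral control wells and 100% = positive control wells; some results beyond the cut were filed as inactive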
CASP6 VEID inh: blocks human caspase-6 cleavage activity; P55212; purified caspase-6, Z-VEID-R110 cleavage fluorescence; inhibition, % at 12.5 µM; 0.53% of 350,000 active; AID 686996;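 active means mean inhibition across replicates at least about 35%, with every replicate also reaching that limit, limit read from the data; inconclusive means only one of the two criteria met; inactive means neither criterion met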;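 further: 0% = median of neutral control wells and 100% = no fluorescence left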
Target sequence (P55212 24-179 limits assumed): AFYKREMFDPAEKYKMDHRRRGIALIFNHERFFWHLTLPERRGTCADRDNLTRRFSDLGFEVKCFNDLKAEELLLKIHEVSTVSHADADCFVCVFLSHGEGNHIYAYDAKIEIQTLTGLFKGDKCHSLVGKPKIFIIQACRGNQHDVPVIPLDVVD
Target sequence (P55212 194-293 limits assumed): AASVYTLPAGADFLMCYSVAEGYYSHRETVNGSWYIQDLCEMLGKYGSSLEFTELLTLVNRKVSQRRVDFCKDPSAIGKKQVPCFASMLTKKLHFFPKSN
PAX8 reporter: lowers PAX8-driven luciferase in RMG-I cells; RMG-I TPO-luciferase reporter, SteadyGlo, 24 h; inhibition, % at 12.6 µM; 1.2% of 360,000 active; AID 652154;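 active means mean replicate inhibition at least 60% with every replicate also reaching 60%; inconclusive means only one of the two criteria is met; inactive means mean below 60% and not all replicates reaching 60%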;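 further: luciferase light reporting Pax8 driven TPO promoter activity; plate controls were median of neutral control wells for no effect and mitoxantrone controls for full effect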
* hit, by the source's call; u = inconclusive; x = not tested or not shown; & = joins results of further samples; [ ] = another dose, or the depositor's remark.

SMILES	FN deposition inh	EWS-Fli block	LGR2 inh	Cneo AK release	miR-122 sensor	PGC1a acetyl inh	CASP6 VEID inh	PAX8 reporter
CN1CCN(C(=O)c2ccc(F)c(F)c2)CC1	-1	-3	-12	0	0	x	-2	-19
Cc1cc(C)cc(OC(C)C(=O)Nc2ccccc2C(=O)NCc2cccnc2)c1 (configuration not stated)	-3	4	-3	-1	-2	-4	-2	4
CC1CCN(C(=S)NC(=O)c2cccs2)CC1	-2	26	27	x	x	-3	-6	-17
Cc1cc(C)c(NC(=O)CCCC(=O)O)c(Cl)c1	x	x	18	-2	2	x	-1	x
O=C(C[C@@H]1CC[C@@H]2[C@H](COC[C@@H](O)CN2CCC(F)(F)F)O1)NCC1CCCCC1	-7	4	-2	-1	-4[16.7 µM]	-6	x	4
Cc1ccc(NC(=O)C(C)N2C(=O)c3ccccc3C2=O)nc1 (configuration not stated)	x	12	19	x	x	x	1	-7
O=C(CSc1n[nH]c(=O)n1-c1cccnc1)Nc1ccccc1	10	3	13	-5	4	4	1	22
C[C@H]1CN([C@@H](C)CO)C(=O)c2cccc(N(C)C)c2O[C@@H]1CN(C)S(=O)(=O)c1ccc(F)cc1	x	x	2	3	6[16.7 µM]	-1	-2	16
Cc1ccc2nc(/C(C#N)=C/c3ccc(-c4cccc([N+](=O)[O-])c4)o3)[nH]c2c1	-5	x	-15	x	x	x	-2	13
Cc1ccc2c(Cl)cc(Cl)c(OCC(=O)N3CCOCC3)c2n1	-4	4	-20	0	1	4	7	-5
C[C@H]1CN([C@@H](C)CO)C(=O)Cc2cc(NC(=O)Cn3cnnn3)ccc2O[C@@H]1CN(C)C(=O)NC1CCCCC1	-2	-6	0	1	7[16.7 µM]	-11	0	-16
Cc1nnc(SCC(=O)Nc2sc3c(c2C#N)CCCCC3)n1N	x	x	-8	-2	-2	-10	x	x
COc1ccc(S(=O)(=O)N2CCC(C(=O)N[C@H](C(=O)NC3CCCC3)C(C)C)CC2)cc1	4	x	6	-2	3	-13	-1	3
C[C@H]1CCCCO[C@H](CN(C)Cc2ccccc2)[C@@H](C)CN([C@@H](C)CO)C(=O)c2cc(N(C)C)ccc2O1	x	1	4	1	9[16.7 µM]	-9	0	-1
O=C(CCC(=O)N1CCOc2ccc(Cl)cc21)N1CCN(c2ccccn2)CC1	-5	0	3	0	2	-4	1	19
COc1ccc(-c2csc(Nc3cccc(C)n3)n2)cc1	1	-137	-37	-4	-1	2	0	-132
COCCN(C(=O)COC(=O)CCC1CCCCC1)c1c(N)n(Cc2ccccc2)c(=O)[nH]c1=O	1	-4	-7	0	0	x	1	-6
COc1ccc(-c2nc(-c3ccccn3)nc(N3CCN(C)CC3)c2C#N)cc1	x	10	-8	0	0	15	1	12
COc1cc(C(=O)NC2CCCc3ccccc32)cc(OC)c1OC (configuration not stated)	1	-35	-12	3	10	-13	2	-2
Cc1cc(NC(=O)c2ccco2)c(=O)n(Cc2c(F)cccc2Cl)c1	1	-2	1	-3	-8	36	2	0
COc1cccc(C(=O)Nc2ccc3c(c2)C(=O)N(C)C[C@@H](OC)[C@@H](C)CN(C(=O)C2CCCC2)[C@@H](C)CO3)c1	7	3	3	-1	1[16.7 µM]	x	-1	5
COC(=O)[C@@H]1CCCN1C(=O)CCc1nnc(CCC2CCCCC2)o1	0	-87	x	x	x	x	-2	-155
COc1ccc(Cn2c(=S)[nH]c3cc(C(=O)NCCCN4CCOCC4)ccc3c2=O)cc1	19	x	4	-3	-1	-2	2	-3
Cc1ccccc1S(=O)(=O)N1CC[C@@H]2[C@H]1c1cc(-c3cccc(C#N)c3)ccc1N[C@@H]2CO	-8	-6	-12	32	-11[16.7 µM]	-9	x	-4
CCNC(=O)C[C@@H]1CC[C@@H]2[C@H](COc3ccc(NC(=O)c4ccc(F)cc4)cc3C(=O)N2C)O1	-39	2	2	2	-3[16.7 µM]	-12	-2	6

The last 2 compounds of the part before are carried over, then new ones follow:
SMILES	FN deposition inh	EWS-Fli block	LGR2 inh	Cneo AK release	miR-122 sensor	PGC1a acetyl inh	CASP6 VEID inh	PAX8 reporter
Cc1ccccc1S(=O)(=O)N1CC[C@@H]2[C@H]1c1cc(-c3cccc(C#N)c3)ccc1N[C@@H]2CO	-8	-6	-12	32	-11[16.7 µM]	-9	x	-4
CCNC(=O)C[C@@H]1CC[C@@H]2[C@H](COc3ccc(NC(=O)c4ccc(F)cc4)cc3C(=O)N2C)O1	-39	2	2	2	-3[16.7 µM]	-12	-2	6
O=C(CSc1ncn[nH]1)Nc1cccc(S(=O)(=O)N2CCCCCC2)c1	5	x	-7	-1	x	x	x	-5
C[C@]12CCC3C4(C=CC5(C=C4C(=O)C4CCCCC4)C[C@@H](O)CC[C@]35C)C1CC[C@@]2(O)CN1CCC(n2c(=O)[nH]c3ccccc32)CC1 (some centres not stated)	x	0	x	10	x	-15	0	14
COc1ccc(N(CC(=O)N2CCN(C)CC2)S(=O)(=O)c2ccccc2)cc1OC	4	x	x	1	3	6	x	4
Cc1onc(-c2ccccc2)c1CNS(=O)(=O)c1ccc(F)cc1F	-4	-7	-10	2	x	-2	-1	-2
COc1cc2c(cc1OC)C(C(=O)NCc1ccco1)C(c1cccs1)N(C)C2=O (configuration not stated)	-22	x	7	x	8	-8	0	-17
Cc1noc(C)c1NC(=O)Nc1cccc2c1O[C@@H](CN(C)Cc1ccc3c(c1)OCO3)[C@H](C)CN([C@@H](C)CO)C2=O	x	-2	8	-3	-4[16.7 µM]	4	-1	-13
C[C@H](CO)N1C[C@H](C)[C@H](CN(C)C(=O)C2CC2)Oc2ncc(-c3ccncc3)cc2C1=O	1	-4	-5	x	2[16.7 µM]	-3	x	x
CN1CCN(S(=O)(=O)c2ccc(NN)nc2)CC1	6	-5	6	2	x	x	-27	-16
COc1ccc(OC)c(NC(=O)c2ccc(Cl)cc2)c1	-3	-8	0	x	x	5	-5	1
CC(C)NC(=O)N(C)C[C@H]1Oc2ncc(C#Cc3ccc(F)cc3)cc2C(=O)N([C@H](C)CO)C[C@H]1C	-8	-16	5	-2	-1[16.7 µM]	10	2	x
Cc1ccccc1S(=O)(=O)N1[C@H](C#N)[C@@H](c2ccc(C#CC3CCCCC3)cc2)[C@@H]1CO	-16	7	3	3	x	-3	-1	49
Cc1nc(-c2ccccc2)sc1C(=O)NS(=O)(=O)c1ccc(CN2CCN(c3ccccc3)CC2)cc1	2	-104	1	x	x	x	14	-29
COc1ccc(CN2C(=O)c3ccccc3C2c2nnnn2C(C)C)cc1 (configuration not stated)	0	3	-17	x	x	x	-1	-23
CCOC(=O)N1CCC(NC(=O)CSc2cc(=O)n(CC)c3ccccc23)CC1	6	x	9	-2	0	-17	x	x
O=C(O)c1cccc(N/N=C(\N=Nc2ccccc2)c2ccccc2)c1	0	-2	-33	-1	2	2	-3	5
COc1ccc(NC(=O)N(C)C[C@H]2Oc3ccc(NS(=O)(=O)c4ccc(F)cc4)cc3C(=O)N([C@@H](C)CO)C[C@H]2C)cc1	-4	6	0	69	1[16.7 µM]	-1	-2	x
Cc1ccc2oc(C(=O)N(C)Cc3ccc(C)o3)c(C)c2c1	1	x	-22	-4	2	3	5	-15
CCn1c(COc2ccc(C)cc2)nnc1SCc1ccc(C#N)cc1	x	-1	13	-4	1	-7	3	x
C/C=C/c1ccc([C@H]2[C@@H](CO)N3CCCCN(C(=O)Nc4cc(F)ccc4F)C[C@H]23)cc1	x	0	-8	1	6[16.7 µM]	-7	-2	18
CC(C)OC(=O)NCCOC(=O)Nc1cccc(Cl)c1	9	x	x	-3	0	-9	x	-15
O=C1CC(c2ccccc2)Oc2ccc(Cl)cc21 (configuration not stated)	3	-3	1	x	x	x	1	-3
COc1ccccc1N1CCN(C(=O)c2c(-c3c(F)cccc3Cl)noc2C)CC1	8	-3	21	5	1	4	-3	10
CCOC(=O)Cn1c(=O)oc2cc(S(=O)(=O)Nc3cc(Cl)ccc3OC)ccc21	5	-4	-5	-2	-1	-2	2	8
C/C(=N\OC(=O)c1ccc(Br)cc1)c1ccccn1	1	0	12	x	x	x	0	-6
C[C@@H](C(=O)OCn1nnc2ccccc2c1=O)N1C(=O)C2CCCCC2C1=O (some centres not stated)	-3	-4	-12	4	-12	x	4	9
(cont.)
SMILES	FN deposition inh	EWS-Fli block	LGR2 inh	Cneo AK release	miR-122 sensor	PGC1a acetyl inh	CASP6 VEID inh	PAX8 reporter
Cc1cc(Br)ccc1N=C1NC(=O)CS1	1	9	-4	5	0	7	-1	4
COc1ccc(CNC(=O)C(NS(=O)(=O)c2cccc3nsnc23)C(C)C)cc1 (configuration not stated)	10	-4	-1	-1	1	5	2	5
CC(=O)N1CC(=O)N2[C@H](CO)[C@@H](c3ccc(-c4ccc(C(=O)N(C)C)cc4)cc3)[C@@H]2C1	x	-7	20	x	x	-12	3	-1
CCCN1C(=O)C(O)(C2COC(C)(C)CC2=O)c2ccccc21 (configuration not stated)	-11	16	8	-1	0	15	0	-11
Cn1c(=O)c(=O)n(C)c2cc(S(=O)(=O)N3CCCC3C(=O)NCc3cccs3)ccc21 (configuration not stated)	0	-2	-2	-2	-5	0	13	3
Cc1ccccc1C(=O)Nc1nnc(-c2ccco2)s1	x	10	u	-22	-3	1	-2	-28
C[C@@H]1CN([C@H](C)CO)C(=O)Cc2cc(NC(=O)Nc3ccc(C(F)(F)F)cc3)ccc2O[C@@H]1CN(C)S(=O)(=O)c1cn(C)cn1	-3	-10	-8	1	-6[16.7 µM]	1	3	6
O=S(=O)(CC12C3C4C5C1C2C(Br)(C43)C51OCCO1)c1ccccc1 (configuration not stated)	-7	-12	-14	0	-8	-1	1	2
CCc1cccc(OCC(=O)Nc2c[nH]c(=O)[nH]c2=O)c1	1	-8	-12	x	x	-4	-8	-6
CN1c2ccc(-c3ccc(C#N)cc3)cc2[C@@H]2[C@@H](CCN2C(=O)CN2CCOCC2)[C@@H]1CO	5	-8	-2	-4	-2[16.7 µM]	1	x	-8
O=C(O)CC/C(=N\NC(=O)CNC(=O)c1cccc(Cl)c1)c1ccccc1	0	13	11	x	x	x	2	1
C[C@H](CO)N1C[C@H](C)[C@@H](CN(C)S(=O)(=O)c2cccs2)Oc2ccc(NS(=O)(=O)c3ccccc3)cc2C1=O	-6	0&11	14&-13	0	7	-5&-3	2&0	-31&-1
COc1ccc(NC(=O)Nc2cccc3c2O[C@H](CN(C)S(C)(=O)=O)[C@H](C)CN([C@@H](C)CO)C3=O)cc1	x	-3	19	-3	-2[16.7 µM]	-1	1	x
CO[C@H](CN(C)C(=O)c1ccc2c(c1)OCO2)[C@@H](C)CN([C@H](C)CO)S(=O)(=O)c1ccc(F)cc1	1	-5	-24	57	x	2	-2	x
COc1ccc([N+](=O)[O-])cc1NC(=O)Nc1ccccc1	0	x	3	5	1	5	x	10
CCc1cccc2c1NC1(CCCC1)CC2C (configuration not stated)	-2	5	17	3	2	-8	-3	-10
CC(C)(C)C1CCC(=NNC(=O)CN(c2ccccc2)S(C)(=O)=O)CC1 (configuration not stated)	-4	16	-4	0	1	-6	-1	8
CCOc1ccc(S(=O)(=O)N2CCN(C3CC(=O)N(c4cccc(C(C)=O)c4)C3=O)CC2)cc1 (configuration not stated)	-7	0	-1	2	x	x	0	34
COc1ccc(OC)c(/C=N\NC(=O)CC(=O)NCCc2ccccc2)c1	6	-6	4	x	x	x	-2	14
O=C(c1ccc(N2CCOCC2)c([N+](=O)[O-])c1)N1CCCCC1	-3	-9	-5	1	-8	0	-1	x

An unsorted share of the library; 2.5% or so of the library scored in one or more.
